# Bioassay records: PubChem BioAssay, several laboratories
# KLF5 inhibitor = suppresses KLF5 promoter-driven expression; DLD-1 KLF5 promoter-luciferase reporter, luminescence; inhibition, % at 5 µM; 290,000 compounds, 0.23% hits;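 active means inhibition above a per-plate limit of that plate's mean compound inhibition plus 3 SD, cut at about 60% in these data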;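 further: 0% = DMSO wells and 100% = LY294002 at 200 µM; higher means less KLF5 promoter-driven luciferase light; inactives centre near -14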
# GSK3 alpha inh = inhibitors of human GSK-3 alpha kinase; P49840; ADP-Glo luminescence, 60 min; inhibition, % at 10 µM; 320,000 compounds, 0.1% hits;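 in the data active means inhibition above about 50%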;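 further: GST-tagged GSK-3 alpha with peptide substrate and 25 µM ATP; 0% = DMSO neutral wells and 100% = GW8510 positive control wells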
# Target sequence (P49840 whole entry, looked up): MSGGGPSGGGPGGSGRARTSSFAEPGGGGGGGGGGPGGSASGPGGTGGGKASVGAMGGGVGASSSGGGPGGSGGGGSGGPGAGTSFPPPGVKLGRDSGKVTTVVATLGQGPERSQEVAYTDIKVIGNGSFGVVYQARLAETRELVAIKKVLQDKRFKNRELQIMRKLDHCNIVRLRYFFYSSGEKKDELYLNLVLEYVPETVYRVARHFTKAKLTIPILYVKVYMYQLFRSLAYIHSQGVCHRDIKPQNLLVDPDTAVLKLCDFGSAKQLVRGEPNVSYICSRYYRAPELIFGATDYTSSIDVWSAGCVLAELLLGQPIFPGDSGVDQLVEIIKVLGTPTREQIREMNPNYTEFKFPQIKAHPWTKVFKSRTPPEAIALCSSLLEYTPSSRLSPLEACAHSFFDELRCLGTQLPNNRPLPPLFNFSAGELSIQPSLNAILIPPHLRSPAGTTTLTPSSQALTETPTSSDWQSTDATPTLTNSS
# HSF-1 act = increases HSF-1 driven luciferase reporter signal | NIH3T3-HGL HSF-1 luciferase reporter, MG132, 8 h; 100% = twice DMSO control signal | 300,000 compounds, 1.7% hits | activation, % at 9 µM;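 active means mean replicate activation of at least 50% with a set share of replicates each reaching 50%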;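 further: 0% = median of the neutral control wells and 100% = twice that signal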
# IEC-6 cytotox = IEC-6 cytotoxicity, counter-screen for KLF5 inhibitors; luminescence viability; inhibition, % at 5 µM; 290,000 compounds, 0.78% hits; in the data active means inhibition above about 22%;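 further: 0% = plate median of test compound wells and 100% = cytotoxic reference compound wells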
# GSK3beta inhib = human GSK3beta kinase inhibition; GST-GSK3beta kinase, ADP-Glo luminescence, 60 min; hits give low values; activity score (negative = inhibition), % at 10 µM; 300,000 compounds, 0.038% hits; AID 2097;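 active means more than half of replicate wells score below -50%, meaning over 50% inhibition versus plate controls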;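 further: 0% = median DMSO wells and -100% = median GW8510 positive control wells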
# Target sequence (P49841 whole entry, looked up): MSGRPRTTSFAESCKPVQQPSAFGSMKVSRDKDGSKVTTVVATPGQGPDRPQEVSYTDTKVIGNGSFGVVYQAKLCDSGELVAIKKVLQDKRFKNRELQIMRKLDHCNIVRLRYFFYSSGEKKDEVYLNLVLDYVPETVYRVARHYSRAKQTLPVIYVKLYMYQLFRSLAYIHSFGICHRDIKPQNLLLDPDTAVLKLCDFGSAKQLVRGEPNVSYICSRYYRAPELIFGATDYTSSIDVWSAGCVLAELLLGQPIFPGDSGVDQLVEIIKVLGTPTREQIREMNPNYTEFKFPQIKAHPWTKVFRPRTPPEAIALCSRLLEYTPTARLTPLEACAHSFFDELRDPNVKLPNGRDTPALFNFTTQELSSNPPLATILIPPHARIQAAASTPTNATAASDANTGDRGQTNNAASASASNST
#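 Test system – GST-tagged human GSK3beta kinase, cell-free · Incubation – 60 min enzyme reaction, room temperature · Signal – ADP-Glo luminescence · Also added – peptide substrate and ATP at 25 µM · Controls – DMSO neutral wells and GW8510 at 20 µM as positive · Buffer or medium – Tris/MgCl2 kinase buffer · Measure – Luminescence-derived activity versus plate DMSO and GW8510 wells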
# HSF1 inhib = HSF1 inhibition; NIH3T3-HGL HSE-luciferase, MG132-induced, luminescence 8 h; hits give low values; activity change, negative = inhibition, % at 7.5 µM (by protocol); 300,000 compounds, 0.77% hits;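 active means more than half of replicate wells show activity change below -50%, luminescence cut by over half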;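 further: luciferase reports HSF-1 transcriptional activity via heat shock element; 0% = median of DMSO wells and -100% = zero luminescence signal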
# Platelet DG rel = platelet dense granule release activity | human platelet-rich plasma, SFLLRN dense granule ATP release, luminescence | inhibition, %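 (compounds screened at 7.5 µM in platelet-rich plasma)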 | 300,000 compounds, 0.22% hits | AID 1663;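 active means mean replicate score, as percent of positive control, at or above 50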
# HSP90 refold inh = HSP90 refolding inhibition in rabbit reticulocyte lysate. luciferase refolding luminescence, 3 h. inhibition, % at 5.6 µM. 290,000 compounds, 0.91% hits. AID 1789;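 active means inhibition above the screen-wide mean plus 3 SD, computed separately per campaign, cut at about 16% in these data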;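 further: 0% = DMSO wells and 100% = 60 µM geldanamycin wells; inhibitors lower the luminescence because luciferase stays unfolded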
# DYRK1A inh = Dyrk1A (rat) kinase inhibition; 310,000 compounds, 0.43% hits; inhibition, % at 12.5 µM; ADP-Glo luminescence, NFATc1 peptide; in the data active means inhibition above about 50%;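 further: plate controls were vehicle with enzyme for no effect and no enzyme for full effect; many of its hits are not listed in these tables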
# aSyn UTR inh = 5' untranslated region of α-synuclein, MLPCN primary screen; alpha-synuclein 5'UTR reporter, inhibitor activity; inhibition, % (tested at 7.5 µM); 300,000 compounds, 0.82% hits; in the data active means inhibition above about 60%;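 further: H4 neuroglioblastoma cells stably carrying SNCA 5'UTR luciferase fusion; 0% = DMSO wells and 100% = positive control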
# Starred values were filed as active, the others as inactive; / = no result given. A portion of the library; the hit share may differ from the screen's.
SMILES,KLF5 inhibitor,GSK3 alpha inh,HSF-1 act,IEC-6 cytotox,GSK3beta inhib,HSF1 inhib,Platelet DG rel,HSP90 refold inh,DYRK1A inh,aSyn UTR inh
COc1cccc(/C=N/Nc2nc(Nc3ccc([N+](=O)[O-])cc3)nc(N3CCCC3)n2)c1O,-6,0,-20,1,-1,-20,3,-3,-2,65*
Cc1ccc(S(=O)(=O)NC2=NCN(CCc3ccccc3)CN2)cc1,-33,-2,6,0,2,2,-2,-1,0,23
CC(=O)c1ccc(S(=O)(=O)NCCC(=O)OCC(=O)NCCc2ccccc2)cc1,-21,-1,-10,0,0,-3,22,-4,-6,12
CCN(Cc1ccncc1)Cc1c(O)ccc2ccccc12,-17,/,/,4,/,/,/,6,-1,/
CSCC(C)N1CCC(n2nccc2NC(=O)c2ccccc2C)CC1 (stereo not drawn),-19,-2,2,-2,4,-6,0,-2,2,-7
CCCC1=NN(C(=O)Cc2ccc(OC)c(OC)c2)C(O)(C(F)(F)F)C1 (stereo not drawn),1,6,9,4,-4,-8,12,6,-2,9
CCOC(=O)c1ccc(NC(=S)NC2CC(C)(C)NC(C)(C)C2)cc1,-7,0,0,0,-1,-6,-22,1,-1,27
COc1cccc2c1OC[C@@H](CO)[C@H]2N(C)C(=O)Nc1ccc(Cl)cc1Cl,-3,-3,-4,3,-6,-6,-7,-1,7,7
O=C(COC(=O)c1cc(=O)c2ccccc2o1)NC1CCCCC1,-9,-1,-9,9,0,4,5,2,-4,5
CCC(=O)Oc1ccc(C(=O)Nc2ccccc2C(=O)NCC(C)C)cc1,-18,2,2,0,-1,-4,6,-3,0,38
CCOC(=O)c1[nH]c(C)c(C(=O)N2CCN(c3ccccc3)CC2)c1C,-29,1,23,-1,-9,7,-6,1,4,4
Cn1c(=O)c2c(nc(NCC3CCCO3)n2Cc2ccccc2)n(C)c1=O (stereo not drawn),1,0,-6,-2,1,1,1,0,-2,1
NNC(=O)c1cccc(S(=O)(=O)Nc2cc(Cl)ccc2Cl)c1,-11,-4,7,4,0,-11,1,-2,11,8
O=C(CSc1ccc2nnc(-c3ccccn3)n2n1)Nc1ccc(F)cc1,-19,0,4,-7,3,3,8,-1,/,4
COc1ccc(S(=O)(=O)N2CCC(Nc3ccccc3Cl)CC2)cc1,-32,0,4,-2,-2,4,-2,-2,3,-4
CN(C)c1ccc(/C=N/NC(=O)c2ccccc2)cc1,-153,3,18,-2,-3,12,18,-2,4,-120
C=CCSc1nc(C)c(CC(=C)C)c(=O)[nH]1,-32,-3,-9,7,5,2,1,6,-5,-6
COc1ccc(C(=O)CC(=O)C(=O)Nc2cccc(C(C)=O)c2)cc1,-36,-2,6,1,5,4,0,2,-1,-31
C/C(=N\N=C1\NC(=O)C(CC(=O)Nc2ccc(C)c(Cl)c2)S1)C(C)C (stereo not drawn),-13,-1,-12,2,-1,-12,3,0,-3,-11
CCOC(=O)c1[nH]c(C)c(C(=O)OCC(=O)N2CC(=O)Nc3ccccc32)c1C,0,4,-7,3,2,-3,10,2,3,0
Cc1c(CN2CCC(CO)(Cc3cccc(C(F)(F)F)c3)CC2)c2ccccc2n1C,-31,3,10,4,2,-2,-1,0,-1,4
O=C(CCNc1cccc(F)c1)c1cc2ccccc2o1,-14,-1,47,1,1,31,0,-5,/,-16
O=C1CCCc2nc(N3CCN(c4ccccc4)CC3)ncc21,-22,-2,9,4,3,-6,-9,9,-3,10
Cc1ccc(OCC(=O)O)c(-n2nc3ccccc3n2)c1,6,-3,-9,2,2,-5,9,-1,4,10
O=C(CSc1nnc(-c2ccncc2)o1)c1cccc([N+](=O)[O-])c1,-3,-2,12,-1,-4,3,-30,-2,/,-29
Cc1noc(C)c1S(=O)(=O)Nc1ccccc1OC(F)(F)F,-5,0,-1,5,0,5,1,3,-2,10
COC(=O)c1sc(NC(=O)C(C)C)c(C(=O)OC)c1C,-13,0,-15,1,-3,-3,-1,4,1,22
Cc1nc2cc3c(cc2c(C)c1C(=O)OC(C)C)OCO3,-39,3,28,5,0,11,1,-2,3,-40
Cc1ccc2nc(NC(=O)CSc3nc(=O)n(CCN(C)C)c4c3CCCC4)sc2c1,/,4,-4,/,-3,-5,-1,/,/,-34
COc1ccc(OC)c(N2C(=O)c3cccnc3C2=O)c1,-19,-3,39,-5,-2,8,-2,-4,-2,3
CN1CCN(Cc2nc3ccccc3c(=O)n2CC#N)CC1,-9,1,8,0,2,-12,-3,-3,-3,4
CCOc1cc2c(cc1C=O)OC(C)C2 (stereo not drawn),-6,0,11,4,3,-3,-3,-2,-4,19
CC1CC(C)CN(S(=O)(=O)c2ccc(C(=O)NN3CCOCC3)cc2)C1 (stereo not drawn),-7,9,19,9,3,-9,-8,2,-43,-6
COc1ccc(NC(=O)C(c2ccccc2)c2ccccc2)c(OC)c1,/,-1,-13,/,0,4,-7,/,-4,15
COc1ccc(S(=O)(=O)Nc2ccc(S(=O)(=O)N3CCOCC3)cc2)cc1C,-19,-1,14,4,0,1,4,2,6,-11
c1csc(-c2nc3c4ccccc4c4ccccc4c3[nH]2)c1,-14,1,32,24*,-1,7,-2,2,0,-73
CCC(C)[C@H](NC(=O)Nc1ccc(C(C)=O)cc1)C(=O)OC (stereo partly drawn),-13,-2,-3,1,3,-1,-5,-20,-10,-18
O=Cc1cnc(N2CCOCC2)nc1,26,3,-8,2,0,5,18,6,-2,20
CS(=O)(=O)c1ccc2nc(NC(=O)c3ccc(=O)[nH]c3)sc2c1,-29,-3,-35,-4,3,-14,4,3,19,7
Cc1nc2sc(C(c3cccs3)N3CCOCC3)c(O)n2n1 (stereo not drawn),-3,-1,-13,-1,1,-1,-1,-1,0,2
CCC(C)c1c(O)nc(SCc2ccccc2)[nH]c1=O (stereo not drawn),1,-5,5,0,2,-3,-2,3,-7,11
CC(C)Cc1cc(CN2CCC(CO)(Cc3ccccc3)CC2)[nH]n1,-13,0,-12,1,3,1,0,14,13,2
Cc1ccc(NC(=O)Nc2ccc3oc(C)nc3c2)cc1,-148,0,36,4,0,25,0,-6,-3,-272
CCCCC1=CC2=CC(=O)C(C)(OC(=O)CC)C(=O)C2=CN1c1cccc(C#N)c1 (stereo not drawn),/,3,-11,/,0,1,2,/,5,-1
COc1ccc(OC)c(NC(=O)c2cccc(C)c2[N+](=O)[O-])c1,-16,-1,-29,-2,3,-7,3,-3,3,-7
CC(C)N1CCN(Cc2cc(F)ccc2-n2cccn2)CC1CCO (stereo not drawn),2,1,10,1,0,-6,-7,1,0,14
O=c1c2[nH]c3ccccc3c2nc2n1CCCS2,-19,-1,11,-3,0,8,-1,-1,5,-75
N#Cc1nc(-c2ccc([N+](=O)[O-])cc2)oc1N1CCCCC1,-34,1,5,3,-3,-8,-6,-4,-6,-13
CCOc1ccc(S(=O)(=O)N2CCN(Cc3ccccc3)CC2)c2cccnc12,11,3,3,0,1,-1,2,2,-5,19
COc1ccc(C2C(=O)N(C3CCCCC3)CC(=O)N2C2CCCCC2)cc1 (stereo not drawn),3,/,2,3,1,4,-6,-1,-2,-10
# Additional records:
SMILES,KLF5 inhibitor,GSK3 alpha inh,HSF-1 act,IEC-6 cytotox,GSK3beta inhib,HSF1 inhib,Platelet DG rel,HSP90 refold inh,DYRK1A inh,aSyn UTR inh
O=C(Nc1ccc(F)cc1)NC1(C(=O)NCc2cccs2)CCCCC1,-2,-1,-7,2,-3,-2,-10,0,7,25
COc1cc2[nH]c(=O)n(CCC(=O)NC3CCCC3)c(=O)c2cc1OC,-14,-1,-1,-7,0,1,7,0,3,14
CCN(CCCNC(=O)C1CCC(=O)N1Cc1ccc(F)cc1)c1cccc(C)c1 (stereo not drawn),-24,-3,25,-2,3,25,0,1,2,2
CCNC(=O)[C@H]1O[C@@H](n2cnc3c(N)nc(NCCc4ccc(CCC(=O)O)cc4)nc32)[C@H](O)[C@@H]1O,/,3,-2,/,1,-4,109*,/,15,5
CCCN1CCN(CCCNC(=O)c2cc3c(=O)oc4ccc(C)cc4c3s2)CC1,-14,2,6,9,-2,4,-3,0,11,4
O=C(NCSc1ccccc1)c1ccccc1,/,/,31,/,3,22,-4,/,6,-94
O=C1CCC(=O)N1c1ccccc1-c1ccccc1,-53,-4,10,0,-2,1,3,0,6,19
O=c1c2ccccc2nc2c3ccccc3c(NCc3ccco3)nn12,-45,5,17,0,4,13,-6,2,3,-82
Nc1nc(-c2ccc(NC(=O)c3ccco3)cc2)cs1,6,3,25,6,0,9,-1,28*,1,48
COc1ccc(-c2cc(C(=O)NCc3ccco3)c3ccccc3n2)cc1,-17,12,86*,9,-2,51,0,3,9,-39

# Single records, as listed above.
# Record of O=c1c2[nH]c3ccccc3c2nc2n1CCCS2 = KLF5 inhibitor = -19; GSK3 alpha inh = -1; HSF-1 act = 11; IEC-6 cytotox = -3; GSK3beta inhib = 0; HSF1 inhib = 8; Platelet DG rel = -1; HSP90 refold inh = -1; DYRK1A inh = 5; aSyn UTR inh = -75
# Record of CC(C)Cc1cc(CN2CCC(CO)(Cc3ccccc3)CC2)[nH]n1 = KLF5 inhibitor = -13; GSK3 alpha inh = 0; HSF-1 act = -12; IEC-6 cytotox = 1; GSK3beta inhib = 3; HSF1 inhib = 1; Platelet DG rel = 0; HSP90 refold inh = 14; DYRK1A inh = 13; aSyn UTR inh = 2

# Additional compounds follow.
SMILES,KLF5 inhibitor,GSK3 alpha inh,HSF-1 act,IEC-6 cytotox,GSK3beta inhib,HSF1 inhib,Platelet DG rel,HSP90 refold inh,DYRK1A inh,aSyn UTR inh
COc1cc(NC(=O)C(=O)NNC(=O)C2CCCCC2)c(OC)cc1Cl,-41,-1,-17,-3,4,2,-3,0,1,2
Cc1ccc(C(=O)NCC(=O)OCC(=O)NC2CCS(=O)(=O)C2)cc1C (stereo not drawn),-28,3,-1,0,1,4,0,-1,1,-10
O=C(COc1cc2oc(=O)c3c(c2cc1Cl)CCCC3)N1C[C@H]2C[C@@H](C1)c1cccc(=O)n1C2,-6,-1,19,8,0,7,-2,-1,6,26
CC(=O)Nc1ccc2c3c(cccc13)CC2,-32,-3,-1,4,-3,-1,4,-1,10,-1
C/C(=N\OCc1ccccc1C#N)c1cc2ccccc2o1,-18,-1,6,-1,1,3,3,1,/,-59
Cc1c(=O)n(OCc2ccccc2F)c2ccccc2[n+]1[O-],-45,-2,-4,6,-3,-8,10,-1,4,10
O=C(NNc1c2ccccc2nc2ccccc12)c1ccccc1Cl,0,-3,-3,9,0,-4,11,9,-6,-18
COc1ccccc1OCCn1ccnc1,-12,1,5,2,-1,-7,-9,-3,7,9
N=C(N)c1ccc(O)cc1,-2,2,-10,-3,-3,-8,-3,-3,5,12
FC(F)Oc1ccc(/C=N/NC(=S)Nc2cc(C(F)(F)F)ccc2Cl)cc1,-13,-4,-6,1,2,-4,-3,-3,-2,-33
COc1ccc(S(=O)(=O)N2CCOCC2)cc1NC(=O)CSc1nnc(C2CC2)n1N,-4,/,1,5,1,1,2,4,0,-3
COCCCN(Cc1ccccn1)S(=O)(=O)Cc1ccccc1,-19,-3,/,5,0,/,/,0,-9,/
CC(Nc1cc(N2CCOCC2)ccc1[N+](=O)[O-])c1ccccc1 (stereo not drawn),-5,1,-1,5,-12,-1,7,0,-8,46
O=C(CCc1nnc2n(Cc3ccc(Cl)cc3)c(=O)c3ccccc3n12)N1CCN(c2ccccn2)CC1,-10,0,27,-1,0,6,12,0,-5,37
